ERa SRC1 inh = ER-alpha (human) coactivator binding inhibition; P03372; TR-FRET ER-alpha LBD / SRC-1 peptide, estradiol-bound; inhibition, % at 25.6 µM; hit rate 1.7% among 86,000; AID 629; in the data active means inhibition above about 50%;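 further: 0% = receptor plus peptide control and 100% = peptide only without receptor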
HUVEC prolif 384 = inhibitors of human endothelial cell proliferation | AID 648 | hit rate 1.1% among 86,000 | viability, % at 10 µM (by protocol) | HUVEC proliferation, CellTiter-Glo luminescence, 72 h; hits give low values;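 active means viability at or below 30%; inactive means viability above 30%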;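 further: 100% = median luminescence of DMSO-only cell control wells on each plate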
sEH activator = increases human soluble epoxide hydrolase activity; P34913; purified human sEH enzymatic activity, activator screen; activation, % at 2 µM; hit rate 0.04% among 91,000; in the data active means activation above about 37%; further: values of inactives mirror those of a sister screen read the other way
Target sequence (P34913 whole entry, looked up): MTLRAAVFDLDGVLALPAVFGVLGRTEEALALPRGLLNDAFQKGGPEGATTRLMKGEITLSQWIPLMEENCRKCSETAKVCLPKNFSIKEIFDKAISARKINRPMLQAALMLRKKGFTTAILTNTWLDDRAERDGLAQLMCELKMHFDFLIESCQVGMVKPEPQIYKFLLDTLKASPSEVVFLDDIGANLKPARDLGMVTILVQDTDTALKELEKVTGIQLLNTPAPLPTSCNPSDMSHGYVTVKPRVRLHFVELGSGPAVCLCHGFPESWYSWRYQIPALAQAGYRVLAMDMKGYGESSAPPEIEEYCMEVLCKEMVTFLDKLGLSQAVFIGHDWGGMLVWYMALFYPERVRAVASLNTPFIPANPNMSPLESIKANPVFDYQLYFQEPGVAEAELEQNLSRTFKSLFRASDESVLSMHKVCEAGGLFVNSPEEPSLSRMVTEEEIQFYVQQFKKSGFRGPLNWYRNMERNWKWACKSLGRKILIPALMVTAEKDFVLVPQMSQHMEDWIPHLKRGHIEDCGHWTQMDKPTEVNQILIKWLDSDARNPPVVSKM
ERb SRC1 inh = blocks coactivator binding to human estrogen receptor beta; inhibition, % at 25.6 µM; Q92731; TR-FRET ER-beta LBD / SRC1-Cy5 peptide binding; receptor agonist-loaded with 1 µM estradiol; AID 633; hit rate 1.3% among 86,000;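 active means compounds whose percent inhibition of the receptor-coactivator binding signal exceeds about 50% in the single-dose screen, limit read from the data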;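 further: 0% = receptor plus peptide wells without compound and 100% = peptide-only wells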
ERa coact pot = ER-alpha (human) coactivator binding potentiation. P03372. TR-FRET ERalpha-LBD/SRC-Cy5 coactivator binding, 2 h; 100 = basal binding, no effect. coactivator binding (% of control), % at 25.6 µM. hit rate 1.3% among 86,000; in the data active means activity above about 200%;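 further: binding measured in presence of low estradiol as agonist stimulus; 0% = peptide alone without receptor and 100% = receptor with peptide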
Fibroblast inh = blocks proliferation of human lung fibroblasts | LL 47 human lung fibroblast viability, ATP luminescence; hits give low values | viability, % at 10 µM | hit rate 1.1% among 85,000 | AID 719;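 active means viability at or below 50% in the single dose screen; inactive means viability above 50%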;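 further: compound exposure lasted 72 h before the ATP readout; 100% = median luminescence of untreated cell-only wells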
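Assay system: human lung fibroblast line LL 47, low passage. Input: 1,150 fibroblasts seeded per well. Times: overnight cell rest, 72 h compound treatment at 37 °C. Evaluation: % viability of median cell-only signal. Technique: luminescent ATP detection, CellTiter-Glo. Control set: cell-only wells, no compound.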
Smad3 FoxH1 inh = Smad3 (human) transcription factor binding inhibition | hit rate 0.29% among 88,000 | TR-FRET Smad3/Dy647-FoxH1 peptide binding, europium anti-His | P84022 | inhibition, % at 25 µM;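 active means compounds that reduce the energy-transfer binding signal between the protein and its labelled peptide by more than half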;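 further: 0% = Smad3 plus labelled peptide maximal FRET and 100% = peptide-only background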
Target sequence (P84022 whole entry, looked up): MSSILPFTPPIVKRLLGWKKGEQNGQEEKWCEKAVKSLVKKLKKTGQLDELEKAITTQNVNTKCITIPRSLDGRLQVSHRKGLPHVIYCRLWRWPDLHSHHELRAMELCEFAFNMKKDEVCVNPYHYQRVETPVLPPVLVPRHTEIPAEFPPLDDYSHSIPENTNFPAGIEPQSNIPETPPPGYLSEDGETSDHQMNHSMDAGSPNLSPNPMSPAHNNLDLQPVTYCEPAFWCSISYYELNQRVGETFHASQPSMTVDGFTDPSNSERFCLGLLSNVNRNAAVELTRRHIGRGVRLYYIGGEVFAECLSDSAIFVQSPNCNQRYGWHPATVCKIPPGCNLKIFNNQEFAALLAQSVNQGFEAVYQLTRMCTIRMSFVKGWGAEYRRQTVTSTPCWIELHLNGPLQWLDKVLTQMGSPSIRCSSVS
Calb biofilm kill = kills Candida albicans biofilms | C. albicans biofilm + clotrimazole, Alamar Blue | inhibition, % at 6 µM | hit rate 0.14% among 85,000;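 active means inhibition above 20%; inactive means inhibition below 20%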;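 further: preformed 24 hr biofilms exposed to compound for 48 hr; 0% = biofilm without compound and 100% = blank killed by clotrimazole plus chlorhexidine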
H69AR growth 86K = growth inhibitors of human H69AR lung tumor cells; H69AR lung tumor viability, ATP luminescence, 72 h; hits give low values; viability, % at 10 µM; hit rate 6% among 85,000; AID 598;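 active means viability at or below 40%; inactive means viability above 40%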;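 further: multidrug resistant small cell line overexpressing MRP-1 efflux transporter; 100% = mean luminescence of untreated control wells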
* marks the source's active call; other numbers are inactive results; nt = no result given; [ ] = another dose, or the depositor's remark.

mol,ERa SRC1 inh,HUVEC prolif 384,sEH activator,ERb SRC1 inh,ERa coact pot,Fibroblast inh,Smad3 FoxH1 inh,Calb biofilm kill,H69AR growth 86K
COc1cc(/C=N\n2nnnc2N)ccc1OCc1ccc(F)cc1,43,82,-5,38[fluorescence artefact?],134,55,1,3,72
Cc1cc(C)cc(OCC(=O)Nc2cccc(C(=O)O)c2)c1,1[fluorescence artefact?],90,10,-1[fluorescence artefact?],104,101,8,5,99
Cc1ccc(OCC(=O)N(Cc2ccc(N(C)C)cc2)C2CCS(=O)(=O)C2)cc1 (stereo not drawn),6,94,4,3,116[fluorescence artefact?],106,6,4,101
COc1ccccc1N(CN1CCCC1=O)C(=O)c1ccccc1F,-11,103,nt,-8,121,95,-3,2,83
Cc1ccc(C)c(-n2c(SCC(=O)Nc3nonc3C)nnc2-c2ccoc2C)c1,7[fluorescence artefact?],109,0,9,85[fluorescence artefact?],90,17[fluorescence artefact?],4,88
COn1c(=O)c(-c2ccc(Cl)cc2)[n+]([O-])c2ccccc21,-4,110,11,-8[fluorescence artefact?],109[fluorescence artefact?],95,3,9,88
Cc1cc(=O)oc2cc3c(cc12)OCCN3,2,95,9,-4,107,95,1,10,94
O=C(c1ccccc1)N1CCN(CC2CC=CCC2)CC1 (stereo not drawn),-3,94,10,9,143[fluorescence artefact?],103,-6,6,95
COC(=O)/C(=C\Nc1ccc(Cl)cc1Cl)NC(=O)c1ccc(Cl)cc1Cl,74*[fluorescence artefact?],27*,-5,46,52[fluorescence artefact?],89,-2,4,21*
O=C(Nc1nccs1)C1CCN(S(=O)(=O)c2cccnc2)CC1,-2,107,0,3,100,99,3,21*,96
CCCc1cc(=O)[nH]c(SCC(=O)NC2CCCCC2)n1,-7,102,-3,-4,122,100,-7,6,94
O=C(c1cc2ccccc2cc1OCC(O)CN1CCCCC1)N1CCCCC1 (stereo not drawn),-5,94,nt,-7,122,103,1,3,76
Cc1ncc(CO)c2c1OC(C)(C)OC2,-5,100,nt,-7[fluorescence artefact?],106,98,-14,-2,102
C=CCn1c(SCC(=O)Nc2ccc3c(c2)OCO3)nnc1-c1cc(Br)ccc1O,5,79,-2,9,70,103,26[fluorescence artefact?],8,83
CC(C)NC(=O)C1CCCN(S(C)(=O)=O)C1 (stereo not drawn),2,100,12,3[fluorescence artefact?],91,101,13,2,98
CC(C)CCn1c(=S)[nH]c2ncccc2c1=O,3[fluorescence artefact?],88,-8,12[fluorescence artefact?],116,92,-16,2,76
N#Cc1ccc(NC(=O)COC(=O)C2=COCCO2)cc1,-9,92,-8,-2,126,nt,0,3,101
OC1CC(c2ccco2)NC2(CCCCC2)C1 (stereo not drawn),-4,100,nt,2,110,100,2,4,nt
Cc1c(C(=O)NCc2cccnc2)oc2ccc(S(=O)(=O)N3CCCCCC3)cc12,4[fluorescence artefact?],81,nt,3[fluorescence artefact?],95,82,4,0,49
Cc1cc(NC(=O)CSc2nc(C3CC3)nc3sc4c(c23)CCC(C)C4)no1 (stereo not drawn),16[fluorescence artefact?],91,6,22,90,109,-2,6,57
CSc1nnc(Cn2c(=O)sc3ccccc32)n1-c1cccc(Cl)c1,-3,91,3,1,101[fluorescence artefact?],98,-11,8,83
CN1CCN(CC(=O)N(C)c2nc(-c3ccccc3)cs2)CC1,-9,87,-6,-13,108,96,-2,7,90
CC(C)(C)NC(=O)CSc1nnc(CN2CCCCCC2=O)n1-c1ccccn1,-4,104,nt,-1[fluorescence artefact?],113[fluorescence artefact?],89,3,6,98
Nc1nc(SCC(=O)c2ccc(Oc3ccccc3)cc2)n[nH]1,-5[fluorescence artefact?],86,-5,-14[fluorescence artefact?],114,85,7,4,97
O=C(CN1CCN(c2ccc(F)cc2)CC1)Nc1cccc(C(F)(F)F)c1,0,99,-16,3,114,104,4,6,95
CCN1CCc2c(C#N)c(NCc3ccccc3)nc(NCCO)c2C1,-3,80,0,-1[fluorescence artefact?],104[fluorescence artefact?],86,-7,8,62
COC(=O)N1CC(c2ccccc2)CC1=O (stereo not drawn),-12,103,-1,-23,129[fluorescence artefact?],98,5,6,88
Cc1cccc(Cn2c(=O)c3c(nc4n3CCN4Cc3ccco3)n(C)c2=O)c1,3,95,nt,4,121,93,-2,10,92
CCc1nc(SCCO)c2oc3ccccc3c2n1,-29,89,-7,-9,101,91,20,7,90
Cc1ccc(C2=CC(c3ccc(N(C)C)cc3)n3nnnc3N2)cc1 (stereo not drawn),5,73,14,12[fluorescence artefact?],112,88,3,11,70
Cc1nn(C)c(C)c1S(=O)(=O)N(CC(=O)Nc1nccs1)c1ccc(C(C)C)cc1,17,65,nt,33,76[fluorescence artefact?],96,-3,4,95
CCOc1cc2[nH]c(=O)n(CC3CCC(C(=O)NCCCOC)CC3)c(=O)c2cc1OCC (stereo not drawn),8[fluorescence artefact?],91,nt,0[fluorescence artefact?],100,104,0,5,74
O=C(c1cnccn1)N(c1ccccc1)C1(C(=O)NC2CCCC2)CCCCC1,-7,102,0,-2,110,96,-4,6,87
COCCn1c(SCC(=O)Nc2cccc(OC)c2)nnc1-c1ccc(Cl)cc1,8,92,4,-7[fluorescence artefact?],105,98,-7,nt,73
Cc1c(C(=O)N2CCN(c3ccc(F)cc3)CC2)sc2nc(-c3ccccc3)cn12,-12,87,-12,-13[fluorescence artefact?],137,104,-10,5,75
Cc1ccccc1NC(=O)c1ccc(S(=O)(=O)N(C)C)cc1,-5,90,nt,-6,122,91,1,12,92
CCOC(=O)CCSc1nc(C)c2cc(OC)ccc2n1,-5,93,-2,2,70,95,-6,3,97
Cc1cc(OCC(=O)NCCO)cc(C)c1Cl,-6,104,nt,-3,104,98,4,4,85
O=C(Cn1cnc2ccccc2c1=O)N1CCN(Cc2ccccc2)CC1,-6,96,2,-5,94,100,5,2,107
CCOc1ccccc1NC(=O)CC1NCCNC1=O (stereo not drawn),2,107,nt,-6,103,110,-2,6,83
c1ccc2c(c1)nc1n2CCN1CCNC1CCCCC1,5,100,-3,2[fluorescence artefact?],108,98,-6,6,85
COc1ccc(-n2nnc3c(=O)n(CC(=O)N4CCCc5ccccc54)cnc32)cc1,4,97,nt,3,103,105,3,13,79
CCCN1Cc2cccc(C(=O)N3CCN(c4ccccc4)CC3)c2C1=O,-9,96,-1,-2,99,101,10,7,104
COc1cccc(NC(=O)COC(=O)c2c3c(nc4ccccc24)CCC(C)C3)c1 (stereo not drawn),6,31,10,-4,106,88,26,1,23*
CC(=O)N(c1c(C)n(C)n(-c2ccccc2)c1=O)C1(C(=O)NC2CCCCC2)CCCCC1,-10,91,-5,-9,103[fluorescence artefact?],105,-5,4,89
Cc1ccccc1S(=O)(=O)Cc1ccc(C(=O)NCCCN2CCN(C)CC2)o1,-3,87,-6,-9,126,99,-15,5,82
COC(=O)C(C)N(C(=O)c1ccc(C(=O)c2ccccc2)cc1)c1c(C)cccc1C (stereo not drawn),5,99,2,-26,100,86,-2,2,95
Cc1ccc(N(C(C)C(=O)N2CCC(C)CC2)S(C)(=O)=O)cc1C (stereo not drawn),-21,104,12,-27[fluorescence artefact?],104,99,4,7,92
O=C(O)C1CCCCC1C(=O)NCCCc1ccccc1 (stereo not drawn),-2[fluorescence artefact?],92,4,3,268*,98,17[fluorescence artefact?],5,101
O=C(CCNS(=O)(=O)c1ccc2c(c1)CCC(=O)N2)NCc1ccc2c(c1)OCO2,-2,93,nt,-1,120[fluorescence artefact?],102,-10,2,99
O=C(C1CCN(S(=O)(=O)c2cccc3cccnc23)CC1)N1CCc2ccccc21,3,86,nt,-1,68[fluorescence artefact?],93,4,5,72
Cc1csc(NC(=O)c2cccc(C)c2C)n1,5,91,-10,6,95[fluorescence artefact?],104,-5,2,67
Cc1nnn(C23CC4CC(CC(C4)C2)C3)n1,15,92,3,15[fluorescence artefact?],84,100,-4,-4,100
O=c1[nH]cnc2sc(-c3ccccc3)cc12,4,92,-12,2[fluorescence artefact?],123,108,4,3,86
Cn1ncc(C#N)c1NC(=O)c1cc(-c2ccccc2Cl)on1,-7,88,-1,-21,112,103,-3,4,86
O=C(O)c1cnn2c1NC(c1cccs1)CC2C(F)(F)F (stereo not drawn),2,91,-9,-4,87,93,-11,8,91
CC(Oc1ccccc1Br)C(=O)N1CCc2ccccc21 (stereo not drawn),1,105,-1,3,87,98,1,4,105
COC(=O)C(C)N1C(=O)S/C(=C/c2cc(C)n(-c3ccccn3)c2C)C1=O (stereo not drawn),-5,118,-7,-9,118,104,5,10,83

Part of the list above in order of molar mass, rising.
mol,ERa SRC1 inh,HUVEC prolif 384,sEH activator,ERb SRC1 inh,ERa coact pot,Fibroblast inh,Smad3 FoxH1 inh,Calb biofilm kill,H69AR growth 86K
Cc1csc(NC(=O)c2cccc(C)c2C)n1,5,91,-10,6,95[fluorescence artefact?],104,-5,2,67
Cc1cc(OCC(=O)NCCO)cc(C)c1Cl,-6,104,nt,-3,104,98,4,4,85
c1ccc2c(c1)nc1n2CCN1CCNC1CCCCC1,5,100,-3,2[fluorescence artefact?],108,98,-6,6,85
O=C(O)C1CCCCC1C(=O)NCCCc1ccccc1 (stereo not drawn),-2[fluorescence artefact?],92,4,3,268*,98,17[fluorescence artefact?],5,101
CCOC(=O)CCSc1nc(C)c2cc(OC)ccc2n1,-5,93,-2,2,70,95,-6,3,97
O=C(Cn1cnc2ccccc2c1=O)N1CCN(Cc2ccccc2)CC1,-6,96,2,-5,94,100,5,2,107
COC(=O)C(C)N(C(=O)c1ccc(C(=O)c2ccccc2)cc1)c1c(C)cccc1C (stereo not drawn),5,99,2,-26,100,86,-2,2,95
COc1ccc(-n2nnc3c(=O)n(CC(=O)N4CCCc5ccccc54)cnc32)cc1,4,97,nt,3,103,105,3,13,79
O=C(CCNS(=O)(=O)c1ccc2c(c1)CCC(=O)N2)NCc1ccc2c(c1)OCO2,-2,93,nt,-1,120[fluorescence artefact?],102,-10,2,99
COCCn1c(SCC(=O)Nc2cccc(OC)c2)nnc1-c1ccc(Cl)cc1,8,92,4,-7[fluorescence artefact?],105,98,-7,nt,73
CC(=O)N(c1c(C)n(C)n(-c2ccccc2)c1=O)C1(C(=O)NC2CCCCC2)CCCCC1,-10,91,-5,-9,103[fluorescence artefact?],105,-5,4,89

Some of the compounds tested. The share of hits here may be higher or lower than overall.
